Compound activity deposited in PubChem BioAssay by National Center for Advancing Translational Sciences (NCATS).
TrxR1 substrate = rat thioredoxin reductase 1 substrate activity | O89049 | purified TrxR1 substrate turnover, NADPH consumption readout | Potency, µM (titrated, usually from 114 µM), for inactives: top-dose activity change, negative = substrate turnover | 390,000 tested, 0.01% active; further: potency means the concentration at half of the fitted maximal effect; on the % scale 0 is the no-effect control and ±100 the full control effect; nearly all actives have a fitted effect of over 50% in size
Target sequence (O89049 whole entry, looked up): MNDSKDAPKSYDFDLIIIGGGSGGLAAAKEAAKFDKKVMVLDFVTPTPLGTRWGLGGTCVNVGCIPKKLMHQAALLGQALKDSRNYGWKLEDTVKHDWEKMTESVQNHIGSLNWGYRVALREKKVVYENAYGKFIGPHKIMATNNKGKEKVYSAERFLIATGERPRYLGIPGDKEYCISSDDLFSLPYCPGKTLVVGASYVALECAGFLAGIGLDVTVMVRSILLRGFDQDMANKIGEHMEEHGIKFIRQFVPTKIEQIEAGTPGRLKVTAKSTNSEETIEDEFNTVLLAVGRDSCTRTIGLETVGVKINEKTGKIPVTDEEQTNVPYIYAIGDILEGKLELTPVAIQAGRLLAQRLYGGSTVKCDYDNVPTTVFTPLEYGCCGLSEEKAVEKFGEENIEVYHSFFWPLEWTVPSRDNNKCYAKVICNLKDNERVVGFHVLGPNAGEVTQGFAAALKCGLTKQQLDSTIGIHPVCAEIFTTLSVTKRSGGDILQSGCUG
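Rat TrxR1, dispensed at 90 nM, was prereduced with 400 uM NADPH (final) for 5 min at ~22 deg C, then incubated with compound 15 min before 400 uM selenite. A first-read NADPH fluorescence drop versus no-compound background flagged substrates.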
D2 antag = D2 dopamine receptor (human) antagonism | 340,000 tested, 2% active | HEK293 TREx D2 cells, calcium flux, dopamine EC80 | inhibition, % at 10 µM; in the data active means inhibition above about 30%; further: 0% is about no effect
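Cells plated overnight at 30 C with tetracycline; no-wash calcium dye, 30–90 min RT; 10 s baseline; compound pinned; 180 s read; EC80 dopamine added; another 180 s read.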
mIDH1 inhibitor = blocks human mutant IDH1 R132H enzyme | 390,000 tested, 0.093% active | IDH1-R132H enzyme, NADPH consumption, diaphorase/resazurin fluorescence | Potency, µM (titrated, usually from 76.6 µM), for the others: at the top dose activity change, negative = inhibition, actives largely listed as inhibitors; further: potency means the concentration at half of the fitted maximal effect; on the % scale 0 is the no-effect control and ±100 the full control effect; nearly all actives have a fitted effect of over 65% in size
Target sequence (O75874 whole entry R132H, stated change not applied): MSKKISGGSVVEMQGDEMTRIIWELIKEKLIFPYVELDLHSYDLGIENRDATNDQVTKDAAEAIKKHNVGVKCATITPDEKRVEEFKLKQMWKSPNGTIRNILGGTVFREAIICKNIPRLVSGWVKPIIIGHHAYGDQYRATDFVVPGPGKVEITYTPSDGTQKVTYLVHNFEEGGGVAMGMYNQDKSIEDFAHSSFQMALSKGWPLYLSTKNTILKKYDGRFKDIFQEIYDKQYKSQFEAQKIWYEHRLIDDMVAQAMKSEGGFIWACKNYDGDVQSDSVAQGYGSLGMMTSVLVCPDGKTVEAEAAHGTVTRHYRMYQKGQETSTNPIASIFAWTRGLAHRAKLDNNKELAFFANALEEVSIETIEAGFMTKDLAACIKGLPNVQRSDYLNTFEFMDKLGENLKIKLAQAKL
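IDH1-R132H (0.5 ug/mL dispensed) in pH 7.5 Tris buffer was preincubated 30 min with compound, then given a substrate mix of 0.016 mM NADPH and 2 mM alpha-KG for 80 min at room temperature; remaining NADPH was read by diaphorase/resazurin fluorescence.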
TRHR PAM = allosterically enhances the human TRH receptor. P34981. 360,000 tested, 0.66% active. enhancement, % at 2 µM. TRHR cells, fluo-8 calcium fluorescence, EC20 TRH enhancement; in the data active means enhancement above about 30%; further: 0% is about no effect
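Enhancer read-out: after compound pinning and an initial kinetic agonist-mode read, an EC20 of TRH (10 nM final) was injected and fluo-8 calcium signal (Ex 480/Em 530) followed at 1 s/cycle for 100 cycles in TRHR-expressing cells.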
D2 agonist = agonists of human D2 dopamine receptor; HEK293 T-REx D2 cells, calcium flux agonist mode; activation, % at 2 µM; 340,000 tested, 0.53% active; P14416;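 active means activation over 3 SD above normal in the single-dose calcium agonist read, cut at about 30% in these data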; further: 0% is about no effect
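Agonism scored from kinetic calcium signal (1 read/sec, 180 s) following compound pin transfer, after a 10 s baseline. Cells: HEK293 Trex line expressing inducible D2 receptor coupled to calcium, dye-loaded after overnight culture at 30 C.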
PI4K2A block = blocks human PI4K2A kinase activity. purified PI4K2A, ADP-Glo luminescence, 1 h; hits give low values. activity change, negative = inhibition, % at 76.9 µM. 420,000 tested, 0.13% active. AID 1346378; in the data active means activity change below about -50%; inconclusive means mostly about -30% to -49%;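 further: -100% = wells without enzyme as full effect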
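Compounds are screened against recombinant PI4K2A using PI as substrate and ATP, the latter dispensed at 300 microM. Reactions run one hour at ambient temperature before ADP-Glo detection; full inhibition defined by wells lacking enzyme.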
TrxR1 inh = inhibitors of rat thioredoxin reductase 1; Potency, µM (highest dose often 114 µM), for inactives: at the highest dose activity change, negative = inhibition, usual class: inhibitors; O89049; recombinant rTrxR1, NADPH fluorescence consumption, selenite substrate; 390,000 tested, 1% active; further: potency means the concentration at half of the fitted maximal effect; on the % scale 0 is the no-effect control and ±100 the full control effect; nearly all actives have a fitted effect of over 65% in size
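Rat TrxR1 (90 nM in the dispensed reagent) was pre-reduced with 400 uM NADPH for 5 min at room temperature, then incubated with compound for 15 min. After 400 uM selenite was added, NADPH fluorescence (Ex 340/Em 450 nm) was followed for 8 min.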
TRHR agonist = TRH receptor (human) agonism; TRHR cells, calcium flux fluo-8, FDSS agonist mode; 360,000 tested, 0.18% active; activation, % at 2 µM; in the data active means activation above about 30%; further: 0% is about no effect
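TRHR-expressing cells loaded with fluo-8 calcium dye; 23 nL library compound pin-transferred, kinetic FDSS fluorescence (Ex 480/Em 530) recorded about 180 s for agonist-induced calcium release, before a 10 nM TRH EC20 addition for potentiator mode.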
USP1 inh = blocks the human USP1/UAF1 deubiquitinase complex. O94782. recombinant USP1/UAF1, Ub-Rhodamine cleavage fluorescence. Potency, µM (top dose mostly 57.1 µM), without a hit: at the highest dose activity change, negative = inhibition, most hits filed as inhibitors. 390,000 tested, 0.23% active. AID 743255; further: potency means the concentration at half of the fitted maximal effect; on the % scale 0 is the no-effect control and ±100 the full control effect; nearly all actives have a fitted effect of over 60% in size; inactives centre near -12
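In this screen, compounds sit with the deubiquitinase complex (1nM) for 15 min at room temperature before Ub-Rho is added at 150nM final. Fluorescence rise is then followed for 6 reads every 60 seconds.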
Numbers without * were called inactive; ? = inconclusive; nt = not tested or not shown; [ ] = remark or other dose. Unless noted, the call rests on the fitted dose curve; in most records, active means well fitted inhibition curve with a large enough effect; inconclusive means small, poorly fitted or top-dose-only effect; inactive means no such curve, though single readings can be large or run the other way.

nr	smiles	PI4K2A block	mIDH1 inhibitor	TRHR agonist	TrxR1 substrate	D2 antag	TRHR PAM	D2 agonist	TrxR1 inh	USP1 inh
1	COCCN(Cc1cc2ccc(C)cc2[nH]c1=O)S(=O)(=O)c1ccccc1	-1.2	-0.3%	0.0	5.7%[57.1 µM]	5.4	1.9	-0.8	16.2%[57.1 µM]	-13.0%
2	COc1ccc(CNC(C)(C)C)cc1Cl	6.1	10.5%	1.0	16.1%[57.1 µM]	-1.1	-1.6	0.0	15.0%	-7.7%
3	C=CCn1c(SCCOc2ccccc2)nnc1C(C)NC(=O)c1ccccc1 (centres undefined)	1.8	3.2%	-0.1	-5.3%	-4.1	-1.6	-0.5	-4.7%	-17.7%
4	COc1ccc(CNC(=O)Nc2cc(C)cc(C)c2)cc1	-2.4	3.0%	-0.9	1.5%	-12.1	0.0	-1.5	28.7%	-9.8%
5	COc1ccc(OC)c(S(=O)(=O)NCCC2=CCCCC2)c1	-4.7	0.5%	0.1	5.3%	-18.7	5.8	0.1	1.4%	-20.1%
6	O=C(O)c1cn2c3c(ccc(Cl)c3c1=O)OCC2	5.7	6.2%	-0.4	39.1%[activator][57.1 µM]	13.7	3.8	-0.6	10.5%[57.1 µM]	?
7	O=C(COc1ccc(Cl)cc1)NCCCNC(=O)c1ccccn1	1.7	-7.3%	-1.0	-3.3%	-1.5	2.7	-0.2	-5.6%	-10.1%
8	COc1cccc(NC(=O)N2CCCC2C(=O)NCC(C)C)c1 (centres undefined)	2.9	1.4%	0.0	23.2%[57.1 µM]	-7.6	10.8	-1.0	8.1%[57.1 µM]	-10.3%
9	Cc1ccc2cc(C3CC(c4cccs4)=NN3S(C)(=O)=O)c(Cl)nc2c1 (centres undefined)	5.7	-3.6%	0.0	-7.0%	13.4	-6.4	1.2	17.6%	-18.1%
10	O=C(c1ccc(F)cc1)N1c2nc(-c3ccco3)nn2C2(CCCCC2)[C@@H]2CCCC[C@@H]21	-3.2	-2.6%	0.1	1.4%	nt	-1.9	1.2	?	11.2%
11	COc1ccccc1C(=O)N1CCC(N2CCN(c3ccccc3OC)CC2)CC1	-3.8	1.2%	-2.3	7.9%[57.1 µM]	37.7*	-1.3	9.3	-6.7%[57.1 µM]	3.1%
12	COc1ccc(N(S(=O)(=O)c2ccccc2)S(=O)(=O)c2ccccc2)c(N)c1	-12.8	1.3%	-0.7	8.7%[57.1 µM]	-2.1	-2.2	-0.9	18.6%[57.1 µM]	?
13	CCc1c(C)c2cc(Cl)c(O)c(CN3CCCCC3)c2oc1=O	0.5	5.8%	-0.4	nt	2.2	11.2	0.4	-66.6%	-10.8%
14	Cc1ccc(C(=O)COC(=O)CNS(=O)(=O)c2ccccc2)cc1[N+](=O)[O-]	2.4	-4.9%	-1.6	-12.8%	-5.0	-0.6	0.4	7.2%[57.1 µM]	-0.3%
15	COc1ccc(Br)cc1/C=C\C(=O)NCc1cccnc1	-1.8	9.5%	-0.6	-14.5%[11.4 µM]	-5.0	1.3	0.8	37.4%[activator][11.4 µM]	-7.0%
16	CCOC(=O)N1CCN(S(=O)(=O)c2cccc3nonc23)CC1	5.3	0.0%	0.4	-13.4%	-5.2	-4.0	0.3	-27.4%	-5.7%
17	COc1ccc(-c2noc(CN(C)C(=O)c3ccco3)n2)cc1	1.6	0.6%	0.3	2.4%[57.1 µM]	10.7	-3.1	-2.9	15.4%[57.1 µM]	-12.8%
18	COc1ccc(CCNC(=O)Cn2nnc(-c3cccc(C(F)(F)F)c3)n2)cc1OC	-4.0	-6.5%	-0.1	-2.4%	nt	-1.5	-1.0	10.2%	11.9%
19	O=C(NC1CCCc2ccccc21)c1ccc2c(c1)sc1nc(-c3ccc(F)cc3)cn12 (centres undefined)	-11.8	-9.3%	0.3	-2.7%	nt	-4.2	-0.9	5.9%	10.9%
20	CCCCC(=O)NC(NC(=O)CCCC)c1ccc(OCC(C)C)c(OC)c1	-3.4	-1.2%	-0.1	2.4%	0.1	-1.2	0.4	20.6%	5.3%
21	CCOc1ccc(NC(=O)Nc2cccn(Cc3ccccc3)c2=O)cc1	-17.6	5.1%	-0.2	-2.4%[57.1 µM]	-15.1	-9.4	-0.6	1.6%[57.1 µM]	-2.8%
22	CN(C)S(=O)(=O)c1ccc(C(=O)NCCc2ccco2)cc1	-6.0	11.1%	0.4	12.3%	7.2	1.7	0.2	14.5%	-4.4%
23	COc1ccc(CCNC(=O)C2CCN(C(=O)c3ccc(F)cc3)CC2)cc1	2.5	4.5%	0.4	-1.8%	nt	-2.5	nt	4.6%	-2.1%
24	CN(CC(=O)Nc1ccc(F)c(F)c1F)C(=O)c1ccc2c(c1)OCCO2	3.9	-0.2%	0.1	-6.6%	2.8	1.7	0.8	-3.8%	-10.7%
25	COc1ccc(NC(=O)CSc2nnc(-c3cccnc3)n2Cc2ccco2)c(OC)c1	-0.2	8.0%	-0.5	4.4%	-0.4	4.0	-1.4	2.2%	-15.4%
26	O=C(NCCc1ccccn1)c1ccc(NS(=O)(=O)c2ccc(F)cc2)cc1	0.4	-9.7%	0.0	-3.6%[57.1 µM]	-1.8	29.7	-1.1	-11.4%	0.3%
27	COCCN(CCOC)Cc1c(O)ccc2c1O/C(=C\c1ccco1)C2=O	-8.0	-1.4%	3.7	-25.6%	0.4	-4.0	3.1	79.4µM*	-18.2%
28	Cn1nnnc1SCC(=O)N1CCN(C(c2ccccc2)c2ccccc2)CC1	-1.6	0.8%	-1.1	7.0%[57.1 µM]	9.6	-7.7	-0.3	-7.9%[57.1 µM]	-29.3%
29	CCCS(=O)(=O)N1CCCC(C(=O)N2CCN(c3ccccn3)CC2)C1 (centres undefined)	-11.2	4.0%	0.7	28.9%	-9.9	-3.0	2.0	12.9%	-9.2%
30	CCOC(=O)c1cc([N+](=O)[O-])sc1N	0.0	-1.1%	-0.4	-6.5%	-2.8	1.6	-0.5	1.3%	-22.3%

Reprinted, entries 21–24
nr	smiles	PI4K2A block	mIDH1 inhibitor	TRHR agonist	TrxR1 substrate	D2 antag	TRHR PAM	D2 agonist	TrxR1 inh	USP1 inh
21	CCOc1ccc(NC(=O)Nc2cccn(Cc3ccccc3)c2=O)cc1	-17.6	5.1%	-0.2	-2.4%[57.1 µM]	-15.1	-9.4	-0.6	1.6%[57.1 µM]	-2.8%
22	CN(C)S(=O)(=O)c1ccc(C(=O)NCCc2ccco2)cc1	-6.0	11.1%	0.4	12.3%	7.2	1.7	0.2	14.5%	-4.4%
23	COc1ccc(CCNC(=O)C2CCN(C(=O)c3ccc(F)cc3)CC2)cc1	2.5	4.5%	0.4	-1.8%	nt	-2.5	nt	4.6%	-2.1%
24	CN(CC(=O)Nc1ccc(F)c(F)c1F)C(=O)c1ccc2c(c1)OCCO2	3.9	-0.2%	0.1	-6.6%	2.8	1.7	0.8	-3.8%	-10.7%

Continued:
nr	smiles	PI4K2A block	mIDH1 inhibitor	TRHR agonist	TrxR1 substrate	D2 antag	TRHR PAM	D2 agonist	TrxR1 inh	USP1 inh
31	Cc1nc2cccnc2n1C1CCN(S(=O)(=O)c2ccc(Cl)cc2)CC1	2.1	-1.8%	1.8	-0.8%[57.1 µM]	nt	-2.8	1.4	6.6%[57.1 µM]	-8.6%
32	O=C(NCCN1CCC(Cc2ccccc2)CC1)C1CCN(S(=O)(=O)N2CCC3(CC2)OCCO3)CC1	-1.9	-0.9%	-2.3	1.8%	5.2	8.9	4.1	25.0%	-8.5%
33	C[C@H](NC(=O)[C@H](Cc1ccccc1)NC(=O)c1cc2cc(Cl)ccc2n1C)C(=O)O	1.5	-1.1%	1.0	1.1%	-18.0	-0.5	3.1	-12.0%	-13.9%
34	CCCCOc1ccc(Cl)cc1CSc1nnc(C)n1N	1.1	2.1%	-0.2	-7.0%	7.7	-3.2	-0.6	3.9%	-1.7%
35	Cn1nc(Cc2n[nH]c(=S)n2C)c2ccccc2c1=O	1.1	8.2%	0.4	-15.5%[57.1 µM]	3.7	7.1	1.5	10.9%[57.1 µM]	-8.7%
36	CCSc1nc2c([nH]c3ccccc32)c(=O)n1CC	-1.6	-13.1%	0.0	6.9%[57.1 µM]	nt	-1.2	0.0	15.8%[57.1 µM]	12.7%
37	COc1ccc(NC(=O)CN2C(=O)NC3(CCCc4ccccc43)C2=O)c(OC)c1 (centres undefined)	0.0	2.2%	nt	-6.2%	nt	nt	nt	-17.6%	-13.4%
38	Cc1cc(C)c(C(=O)c2ccc(C(=O)N(C(C)C)C(C)C)cc2)c(C)c1	-1.2	15.7%	-0.6	-8.1%	-2.4	-2.2	2.4	12.0%	-10.9%

Entries of single compounds, quoted from the list. Values in the order: PI4K2A block | mIDH1 inhibitor | TRHR agonist | TrxR1 substrate | D2 antag | TRHR PAM | D2 agonist | TrxR1 inh | USP1 inh
COc1cccc(NC(=O)N2CCCC2C(=O)NCC(C)C)c1 (centres undefined) across the screens: 2.9 | 1.4% | 0.0 | 23.2%[57.1 µM] | -7.6 | 10.8 | -1.0 | 8.1%[57.1 µM] | -10.3%
COCCN(CCOC)Cc1c(O)ccc2c1O/C(=C\c1ccco1)C2=O across the screens: -8.0 | -1.4% | 3.7 | -25.6% | 0.4 | -4.0 | 3.1 | 79.4µM* | -18.2%

3 of the entries above in order of their number in TRHR agonist, ascending.
cpd	Compound	PI4K2A block	mIDH1 inhibitor	TRHR agonist	TrxR1 substrate	D2 antag	TRHR PAM	TrxR1 inh	USP1 inh
36	CCSc1nc2c([nH]c3ccccc32)c(=O)n1CC	-1.6	-13.1%	0.0	6.9%[57.1 µM]	nt	-1.2	15.8%[57.1 µM]	12.7%
33	C[C@H](NC(=O)[C@H](Cc1ccccc1)NC(=O)c1cc2cc(Cl)ccc2n1C)C(=O)O	1.5	-1.1%	1.0	1.1%	-18.0	-0.5	-12.0%	-13.9%
31	Cc1nc2cccnc2n1C1CCN(S(=O)(=O)c2ccc(Cl)cc2)CC1	2.1	-1.8%	1.8	-0.8%[57.1 µM]	nt	-2.8	6.6%[57.1 µM]	-8.6%

No enrichment for hits, and some 3.9% of all compounds hit somewhere here.
